RAM network inh: blocks the yeast RAM network; S. cerevisiae dse1pr::URA3 reporter, 5-FOA growth OD615, 2 d; analog-sensitive cbk1-as2 kinase mutant strain; inhibition, % at 50 µM; 190,000 compounds, 1.8% hits;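 active = inhibition above a set limit, 3 SD over mean compound inhibition, cut at about 8.4% in these data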;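 note: 0% = DMSO-only wells with no growth and 100% = 10 µM 1-NA-PP1 full growth; inhibition rescues growth on 5-FOA so higher OD means more RAM inhibition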
Lmaj promast: Leishmania major promastigote growth inhibition; inhibition, % at 10 µM; AID 1063; 200,000 compounds, 9% hits; Leishmania major promastigotes, resazurin fluorescence viability; in the data active = inhibition above about 50%;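 note: promastigotes grown with compound for 44 hours at 28 °C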
Redox H2O2 prof: compounds producing H2O2 with reducing agent – biochemical, NIH compound library profiling, artefact control for MLSCN library redox annotation, primary screen; activation, % at 10 µM; DTT-dependent redox cycling H2O2, phenol red/HRP absorbance; 100% = 100 µM peroxide control, 0% = buffer; 200,000 compounds, 0.03% hits;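 active = activation of at least 50% relative to the plate's high and low controls in the primary single-dose screen; inactive = activation below 50%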;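 note: compound incubated with DTT at 0.8 mM final as the reducing agent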
Hsp70 act: switches on Hsp70 transcription | HeLa Hsp70 promoter luciferase reporter, luminescence; scaled: vehicle 0, proteasome-inhibitor control 100% | activation, % at 10 µM | 200,000 compounds, 0.04% hits;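 active = activation above the mean across all tested compounds plus 3 SD, cutoff set per campaign, cut at about 5.5% in these data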;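 note: 100% = MG132 at 30 µM as the positive control and 0% = DMSO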
TNAP inh noacc: blocks human TNAP activity with no phosphate acceptor present; inhibition, % at 20 µM; purified TNAP, CDP-star luminescence, 30 min; 200,000 compounds, 0.26% hits;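 active = tissue-nonspecific alkaline phosphatase inhibition above about 50% at 20 µM in the single-dose screen, limit read from the data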;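 note: 0% = DMSO negative control and 100% = EDTA positive control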
PMI act: increases human mannose-6-phosphate isomerase activity; P34949; purified human PMI, coupled resazurin fluorescence, 20 min; stronger effect = higher value; 1 = vehicle control, 0 substrate-free wells; activation factor at 20 µM; 190,000 compounds, 0.005% hits;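 active = activation factor of 2 or more at 20 µM, relative to plate controls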
Target sequence (P34949 whole entry, looked up): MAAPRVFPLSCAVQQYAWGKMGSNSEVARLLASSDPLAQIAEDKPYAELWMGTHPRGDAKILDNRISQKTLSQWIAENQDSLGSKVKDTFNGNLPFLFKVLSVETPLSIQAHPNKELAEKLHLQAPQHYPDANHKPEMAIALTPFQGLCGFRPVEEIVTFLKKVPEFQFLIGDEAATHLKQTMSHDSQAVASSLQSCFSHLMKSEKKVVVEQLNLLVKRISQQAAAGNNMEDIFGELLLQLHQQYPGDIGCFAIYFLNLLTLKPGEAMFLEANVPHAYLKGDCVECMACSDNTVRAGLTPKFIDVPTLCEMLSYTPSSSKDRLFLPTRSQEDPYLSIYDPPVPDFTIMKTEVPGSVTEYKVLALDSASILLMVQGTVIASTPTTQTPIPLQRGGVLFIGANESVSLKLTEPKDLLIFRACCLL
S1P3 antagonist: S1P3 (human) receptor antagonism | Q99500 | AID 485 | CHO S1P3 NFAT-BLA reporter, FRET fluorescence, antagonist mode | 170,000 compounds, 0.27% hits | inhibition, % at 4.98 µM;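 active = inhibition above the plate cutoff, the mean inhibition of test wells on that plate plus 3 SD, cut at about 28% in these data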;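 note: cells challenged with S1P at its EC80 of 0.8 µM; blue over green emission ratio from cleaved BLA substrate after 4 h stimulation; 0% = S1P-stimulated wells and 100% = unstimulated DMSO-only wells; some compounds past the cut are filed as inactive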
Target sequence (Q99500 whole entry, looked up): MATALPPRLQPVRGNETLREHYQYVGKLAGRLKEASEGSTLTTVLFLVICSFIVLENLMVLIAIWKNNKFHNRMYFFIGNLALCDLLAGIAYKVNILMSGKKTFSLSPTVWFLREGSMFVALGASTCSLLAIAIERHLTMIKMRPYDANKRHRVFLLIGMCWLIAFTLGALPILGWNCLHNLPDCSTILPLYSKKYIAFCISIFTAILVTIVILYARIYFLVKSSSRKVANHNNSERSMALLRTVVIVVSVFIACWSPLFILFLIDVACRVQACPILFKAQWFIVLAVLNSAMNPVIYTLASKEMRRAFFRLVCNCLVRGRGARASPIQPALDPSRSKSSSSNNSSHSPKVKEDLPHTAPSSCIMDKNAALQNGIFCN
PMI act hi M6P: increases human PMI activity with near-saturating mannose 6-phosphate; coupled PMI enzyme assay, resazurin fluorescence, 20 min; stronger effect = higher value; 1 = untreated enzyme, 0 = substrate-free blank; activation factor at 20 µM; 190,000 compounds, 0.34% hits; AID 1216;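 active = activation factor of 2 or more at 20 µM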
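Test system: human phosphomannose isomerase with PGI, G6PDH, diaphorase coupling enzymes / Doses: 20 µM compound, 1% DMSO / Times: enzyme reaction with compound 20 min at room temperature / Measured by: Diaphorase-driven resazurin-to-resorufin fluorescence, excitation 544, emission 590 nm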
TNAP inh hi DEA: TNAP (human) inhibition, high acceptor. purified TNAP, CDP-star luminescence, 1 M DEA. P05186. AID 1135. inhibition, % at 20 µM. 200,000 compounds, 0.03% hits;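 active = over 50% inhibition of tissue-nonspecific alkaline phosphatase at 20 µM in the single-dose screen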;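 note: plate controls were DMSO wells for no effect and EDTA-quenched wells as full inhibition for full effect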
HMGR II inh: E. faecalis class II HMG-CoA reductase inhibition; purified E. faecalis HMGR, NADPH absorbance 340 nm kinetic; inhibition, % at 10 µM; 190,000 compounds, 0.41% hits; AID 1066;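 active = inhibition above a set limit, the median over all tested compounds plus 3 SD, cut at about 9.5% in these data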;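 note: enzyme runs in reverse so mevalonate oxidation gives rising NADPH absorbance; 0% = complete reaction with DMSO and 100% = background rate lacking mevalonate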
Numbers without * were called inactive; · = not tested or not shown.

SMILES	RAM network inh	Lmaj promast	Redox H2O2 prof	Hsp70 act	TNAP inh noacc	PMI act	S1P3 antagonist	PMI act hi M6P	TNAP inh hi DEA	HMGR II inh
COc1cc(CNC(C)c2ccccc2)cc(Cl)c1OCC(=O)Nc1ccccc1 (centres undefined)	-1.0	33	-0.8	0.0	-11	1	2	1	-6	1
C=CCc1cccc2cc(C(=O)NCCOC)c(=O)oc12	0.6	0	-1.8	0.1	-5	1	9	1.1	-4	8
CN(C)/C=C(/C(=O)c1ccc(Cl)cc1Cl)S(=O)(=O)c1ccccc1	1.2	-8	3.0	-0.2	-11	1	·	1	-4	-2
Cc1sc2ncnc(N(C)Cc3ccco3)c2c1C	-0.3	-2	0.3	-0.3	-4	0.9	·	0.9	-3	-3
Clc1ccccc1Cn1nnc2c(NCC3CC3)ncnc21	3.4	3	1.5	-0.2	-14	1.1	27	1	-6	-1
Cc1ccc(NC(=O)NCc2ccccn2)cc1	1.5	-5	-0.5	0.1	-5	0.9	3	1	-2	-1
COC(=O)COc1ccc(S(=O)(=O)N2CCc3ccccc3C2)cc1	2.0	-5	0.0	-0.4	0	0.9	·	1	-4	-1
O=C(/C=N/O)NCCCN1CCOCC1	0.0	-4	0.3	-0.3	-12	1.1	-11	1.1	-3	3
CCC(OC(=O)CCc1nc2ccccc2[nH]c1=O)C(=O)c1ccccc1 (centres undefined)	2.0	0	0.6	-0.3	-1	1	·	1.1	-5	-2
COc1ccc(C)cc1S(=O)(=O)N(CC(=O)O)c1ccc(F)cc1	-0.4	-2	-0.8	0.3	-2	0.9	-27	0.9	1	-2
O=C(NCCN1CCOCC1)c1c[nH]c2ccc(S(=O)(=O)N3CCOCC3)cc2c1=O	0.5	-1	0.1	-0.1	-9	1	-2	1	0	-3
Cc1ccc(-c2noc(C3CCCN(C(=O)C4CCCCC4)C3)n2)o1 (centres undefined)	0.7	-4	0.2	-0.1	-27	1	·	1.1	-7	-5
CCOc1ncccc1C(=O)N1CCN(c2ccc(C(F)(F)F)cn2)CC1	0.9	8	-0.1	0.0	-12	1	-5	1	-4	-2
Cc1ccc(C)c(C(C)NC(=O)C2C3CCC(O3)C2C(=O)O)c1 (centres undefined)	0.3	-2	3.5	0.1	-9	0.9	6	0.9	-1	-2
C/C(CC(=O)Nc1ccc(N(C)C)cc1)=N\NC(=O)c1ccc([N+](=O)[O-])cc1Cl	2.6	4	0.1	0.0	-4	0.9	-21	0.9	9	-2
O=[N+]([O-])c1ccn(-c2nc(-c3ccccc3)cc(C(F)(F)F)n2)n1	0.9	79*	-0.4	-0.1	-9	1	1	1	-5	-2
CCn1ccc(C(=O)Nc2cccc(Cl)c2)n1	-0.4	-10	-0.3	0.4	-4	1	-5	1	-5	-2
Cc1ccc(S(=O)(=O)NC(=O)c2cc(C)n(CC(c3ccccc3)N(C)C)c2C)cc1 (centres undefined)	2.5	-2	0.2	0.8	-7	1.1	-25	1.1	-2	-1
Cc1ccc(SCc2cn3c(C)csc3n2)cc1	0.7	-1	-0.1	-0.3	-8	1	-16	1.1	1	-3
O=C(O)c1ccc(/C=N/Nc2ccc(F)cc2F)cc1	2.3	3	0.0	0.2	-8	1.3	5	1.3	-4	-1
CCn1c(NCCc2ccc(OC)c(OC)c2)nc2c1c(=O)n(C)c(=O)n2C	·	·	·	·	-12	1	8	1	-2	·
O=C(NCc1cccs1)C1CCCN1S(=O)(=O)c1ccccc1F (centres undefined)	1.1	0	0.2	0.1	-10	1	·	0.9	-4	-7
O=C(CCSc1ccccc1)NC1CCCCCC1	1.2	0	-0.5	0.0	-12	1	1	1	-7	0
Clc1ccc(OC2CCN(Cc3nc(CC4CC4)no3)CC2)cc1	0.0	-6	0.7	0.0	-3	1	-4	1.1	1	-2
CCc1c(O)nc(SCC(=O)N2CCOCC2)n(-c2ccccc2)c1=O	2.5	-8	1.1	0.1	-12	0.8	-3	0.8	-2	-2

Filtered by structure: the compounds so far containing a thiophene ring, fused or not
SMILES	RAM network inh	Lmaj promast	Redox H2O2 prof	Hsp70 act	TNAP inh noacc	PMI act	S1P3 antagonist	PMI act hi M6P	TNAP inh hi DEA	HMGR II inh
Cc1sc2ncnc(N(C)Cc3ccco3)c2c1C	-0.3	-2	0.3	-0.3	-4	0.9	·	0.9	-3	-3
O=C(NCc1cccs1)C1CCCN1S(=O)(=O)c1ccccc1F (centres undefined)	1.1	0	0.2	0.1	-10	1	·	0.9	-4	-7

Carrying on.
SMILES	RAM network inh	Lmaj promast	Redox H2O2 prof	Hsp70 act	TNAP inh noacc	PMI act	S1P3 antagonist	PMI act hi M6P	TNAP inh hi DEA	HMGR II inh
c1ccc(Cn2nnnc2CN2CCN(Cc3ccc4c(c3)OCO4)CC2)cc1	-1.1	89*	1.7	-0.2	-4	1	-22	1.1	-5	-9
Cn1c(=O)n(C)c2cc(NS(=O)(=O)c3ccc(F)cc3)ccc21	2.0	5	-0.3	0.1	-19	1	-25	1	-6	-3
COc1ccc(/C=N/NC(=O)C(=O)Nc2ccccn2)cc1OC	0.0	2	-3.3	-0.1	-4	1.3	·	1.1	-2	1
COCC(=O)Nc1ccc(-c2cn3cccnc3n2)cc1	2.6	0	2.3	0.2	-11	1.1	·	1.2	-2	-6
COC(=O)CSc1ncnc2c1sc1nc3c(cc12)COC(C)(C)C3	3.2	0	-0.6	-0.3	-6	0.9	-4	1	1	-1
Cc1nn(-c2ccccc2)c(C)c1C(=O)OCC(=O)c1c(N)n(CC(C)C)c(=O)n(C)c1=O	-0.3	4	-2.5	-0.4	-6	1	37	1	-6	1
CCCCNC(=O)c1ccccc1NS(=O)(=O)c1ccc2c(c1)OCCO2	1.6	-9	-1.0	-0.1	-16	0.9	7	0.9	-6	-2
Cn1nc(SCC(=O)O)sc1=S	0.5	-10	-1.6	-0.2	-10	1	-15	1	-4	-3
O=C(CSc1nnc(-c2ccc(Cl)cc2)n1Cc1ccco1)c1cccs1	6.0	80*	4.9	-0.3	-6	1.1	20	1.3	1	-1
Cc1nc(C#N)c(N/N=C/c2c(F)cccc2Cl)o1	-0.1	-3	0.6	0.0	3	0.9	-4	0.5	7	-4
Cc1ccc(N2/C(=N/c3nc(C)cc(C)n3)NC(=O)CC2C(=O)O)cc1 (centres undefined)	-0.6	1	0.1	-0.3	-16	1	·	1	-2	-6
COc1cccc(CN2C(=O)CN(C3CCCCC3)C(=O)C2c2ccc(F)cc2)c1 (centres undefined)	-0.1	3	-1.0	-0.2	-7	0.9	·	1	1	-10
Cc1cccc(CCNC(=O)COc2cc(=O)n(C)c3ccccc23)c1	0.5	1	-0.1	0.1	-1	1	11	1.1	-2	-2
O=C(NC1(C(F)(F)F)C(=O)Nc2c1c(=O)[nH]c(=O)n2Cc1ccco1)C1CCCCC1 (centres undefined)	1.3	-3	0.0	0.6	-12	1	·	1.1	-6	0
CCC(C)n1c(SCC(=O)NCCc2ccc(S(N)(=O)=O)cc2)nc2ccsc2c1=O (centres undefined)	1.5	-7	0.3	-0.3	0	0.9	-26	0.9	5	0
CCCCC1(CC(=O)OC)C(=O)N(c2ccccc2)N(c2ccccc2)C1=O	0.4	9	0.5	-0.3	-4	1	-4	1.1	2	-2
CCC1(CC)NC(=S)N(Nc2ccccc2)C1=O	2.0	-1	0.2	0.1	-5	1.1	·	1.1	-2	-7
CS(=O)(=O)N(CC(=O)NCCSC1CCCCC1)c1ccccc1	0.1	-2	-0.5	-0.3	-5	1	-15	1	-8	6
C=CCN1C(=O)C(CC(=O)Nc2ccc(C)cc2)SC1=Nc1c(C)n(C)n(-c2ccccc2)c1=O (centres undefined)	0.0	-2	0.2	-0.2	-21	1.1	·	1	-2	-5
O=C(Nc1ccccc1C(=O)NCCCn1ccnc1)c1ccc(Cl)cc1Cl	0.0	-13	1.2	-0.3	-6	1	·	1.1	-6	-2
COC(=O)C1CCCN1C(=O)COc1ccc(Cl)cc1Br (centres undefined)	1.7	-9	0.1	-0.1	-6	1.1	-9	1.1	-3	0
COC(=O)NCC1(C)CC(NC(=O)OC)CC(C)(C)C1 (centres undefined)	0.1	-8	9.1	0.2	-3	1	12	1	1	-1
Cn1cc(CN2CCc3ccccc3C2)c2ccccc21	0.5	15	1.1	0.1	-9	1.1	·	1.2	-2	-1
CC(C)OC(=O)/C(=C/c1ccc(Br)cc1)NC(=O)c1ccco1	-0.9	5	-0.5	-0.5	-13	1	-3	1	-6	-5
Cc1nc2cc(NC(=O)Nc3ccc(Br)cc3)ccc2o1	4.8	13	-0.9	-0.2	-8	0.9	0	0.9	0	-3
SMILES	RAM network inh	Lmaj promast	Redox H2O2 prof	Hsp70 act	TNAP inh noacc	PMI act	S1P3 antagonist	PMI act hi M6P	TNAP inh hi DEA	HMGR II inh
CC(NC(=O)CSc1ccccc1C(=O)O)C1CC2CCC1C2 (centres undefined)	2.1	-2	-2.3	-0.3	-4	1.5	-5	1.3	-2	-2
Cc1cccc(-n2c(Cc3ccccc3)nnc2SCc2ccc([N+](=O)[O-])cc2)c1	2.2	8	0.3	-0.1	-11	0.8	9	0.9	-2	3
COc1ccc(S(=O)(=O)N2CCC(NC(=O)C(Cc3cccc(OC)c3OC)NC(C)=O)CC2)cc1 (centres undefined)	1.8	-2	-0.4	-0.4	-9	·	-7	·	-2	-1
CC(=O)N(Cc1cccnc1)Cc1cc2ccccc2[nH]c1=O	4.4	-8	-1.9	-0.2	-6	1	-19	1	-6	1
CCS(=O)(=O)N1CCCC(C(=O)NCCCOC(C)C)C1 (centres undefined)	0.5	-4	0.3	-0.2	-8	0.9	-19	0.9	-8	-2
CCCC12CN3CC(CCC)(CN(C1)C3C(O)C(O)C(O)CO)C2=O (centres undefined)	1.1	-3	1.4	0.5	-6	1.1	-5	1	-1	4
Cn1c(C(=O)N2COCC2(C)C)cc2c(=O)n3ccccc3nc21	1.7	5	-3.6	0.2	-9	0.9	27	0.9	-1	-2
CCOc1ccc(S(=O)(=O)N/N=C2/CCCC(=O)C2)cc1	0.7	23	0.2	-0.6	-13	1.3	-4	1.1	-7	-3
CCC/C(=N\NC(=O)c1ccc(OC)c(OC)c1)c1ccccc1	2.5	1	-1.4	0.3	-16	0.9	-12	0.9	-1	1
CCOc1ccc(CN(C)CC(=O)NCc2ccccc2Cl)cc1	-0.7	9	0.1	0.4	-5	1	-1	0.9	0	-3
Cc1cc(N2CCN(C)CC2)nc(N2CCOCC2)n1	2.4	1	0.9	-0.3	-4	0.9	-1	0.9	-1	0
Cc1cc(=O)oc2cc(OCC(=O)NCc3cccnc3)ccc12	0.5	-5	1.8	-0.3	-12	1	·	1	-7	-5
COC(=O)C1=C(C)N(Cc2ccco2)C(=O)C1	1.4	-3	4.0	-0.1	0	1.2	40	1.4	3	1
COc1cc(/C=C/C(=O)OCC(=O)Nc2ccc(C)c(S(=O)(=O)N3CCCCC3)c2)ccc1O	5.6	1	-0.2	-0.3	-10	0.7	-6	0.9	3	2
CCCC(=O)Nc1ccc(Sc2ccc([N+](=O)[O-])cc2)cc1	5.9	-6	2.7	-0.3	-8	0.9	·	0.9	0	-2
CC12CCC(C/C1=N/NC(=O)Nc1ccccc1)C2(C)C (centres undefined)	1.1	95*	-0.9	-0.2	6	0.9	-33	0.9	-3	1
